Source: PubChem BioAssay (The Scripps Research Institute Molecular Screening Center)
pPAFAH inh – inhibitors of human plasma PAF acetylhydrolase (pPAFAH); recombinant pPAFAH, FP-rhodamine probe fluorescence polarization; inhibition, % at 3.39 µM; AID 463082; 330,000 tested, 1.5% active;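 active means inhibition above the mean inhibition across the screen plus 3 SD, cut at about 25% in these data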;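 further: inhibitors block binding of the rhodamine activity-based probe so polarization drops; 0% = enzyme with DMSO and 100% = wells lacking pPAFAH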
PAFAH1B2 inh – PAFAH1B2 (human) inhibition; recombinant PAFAH1B2, FP-rhodamine activity probe, fluorescence polarization; inhibition, % at 3.39 µM; 340,000 tested, 1.2% active; AID 492953;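 active means inhibition above the mean of all tested compounds plus 3 SD, cut at about 24% in these data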;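 further: 0% = enzyme with DMSO and 100% = wells lacking PAFAH1B2; many of its hits are not listed in these tables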
PME-1 inh – PME-1 (human) inhibition; 320,000 tested, 0.53% active; recombinant PME-1, FP-Rh probe fluorescence polarization; inhibition, % at 5.9 µM; AID 2130; Q9Y570;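 active means inhibition above the campaign mean of all compounds plus 3 SD, cut at about 26% in these data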;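 further: competitive labeling of PME-1 active site by serine hydrolase directed probe; 0% = PME-1 with DMSO and 100% = wells lacking PME-1 enzyme; inhibitors block probe labeling so polarization falls and inhibition rises; many of its hits are not listed in these tables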
Target sequence (Q9Y570 whole entry, looked up): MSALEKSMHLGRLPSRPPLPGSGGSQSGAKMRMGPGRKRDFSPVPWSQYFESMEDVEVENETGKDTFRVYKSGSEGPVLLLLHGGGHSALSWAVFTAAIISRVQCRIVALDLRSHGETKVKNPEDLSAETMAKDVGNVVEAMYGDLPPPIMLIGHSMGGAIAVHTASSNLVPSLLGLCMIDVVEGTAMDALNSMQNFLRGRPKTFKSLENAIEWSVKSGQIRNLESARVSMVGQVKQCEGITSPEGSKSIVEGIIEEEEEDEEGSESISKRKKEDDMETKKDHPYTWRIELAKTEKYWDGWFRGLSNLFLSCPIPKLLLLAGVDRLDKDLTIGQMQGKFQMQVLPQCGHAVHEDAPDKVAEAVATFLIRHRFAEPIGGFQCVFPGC
PREPL inhibitor – inhibits the human prolyl oligopeptidase-like enzyme. Q4J6C6. recombinant PREPL, fluorescence polarization activity-based probe. inhibition, % at 5.96 µM. 320,000 tested, 0.68% active; in the data active means inhibition above about 43%;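 further: 0% = enzyme with DMSO and 100% = wells lacking enzyme; many of its hits are not listed in these tables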
Target sequence (Q4J6C6 whole entry, looked up): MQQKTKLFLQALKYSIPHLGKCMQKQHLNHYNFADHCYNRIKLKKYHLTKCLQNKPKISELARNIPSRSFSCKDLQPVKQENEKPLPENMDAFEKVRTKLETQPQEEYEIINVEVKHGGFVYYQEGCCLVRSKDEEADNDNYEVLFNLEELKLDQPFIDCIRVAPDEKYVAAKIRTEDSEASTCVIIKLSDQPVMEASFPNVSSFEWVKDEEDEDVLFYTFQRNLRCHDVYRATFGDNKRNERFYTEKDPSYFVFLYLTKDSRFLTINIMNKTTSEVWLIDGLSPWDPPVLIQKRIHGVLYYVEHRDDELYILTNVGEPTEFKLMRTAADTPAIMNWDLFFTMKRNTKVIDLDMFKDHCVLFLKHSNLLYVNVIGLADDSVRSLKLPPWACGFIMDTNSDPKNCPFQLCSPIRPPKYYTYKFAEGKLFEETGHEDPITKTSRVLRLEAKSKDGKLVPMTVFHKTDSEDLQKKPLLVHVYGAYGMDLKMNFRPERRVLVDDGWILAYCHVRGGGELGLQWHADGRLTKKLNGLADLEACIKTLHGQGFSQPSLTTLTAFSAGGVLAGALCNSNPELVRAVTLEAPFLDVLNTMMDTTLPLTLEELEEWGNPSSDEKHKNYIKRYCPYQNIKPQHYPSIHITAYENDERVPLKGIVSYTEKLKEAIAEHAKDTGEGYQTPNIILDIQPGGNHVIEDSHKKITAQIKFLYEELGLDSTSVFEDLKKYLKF
GSTO1 counter – blocks human GSTO1 in RBBP9 counter-screen; 300,000 tested, 1.1% active; P78417; inhibition, % at 5.96 µM; recombinant GSTO1, activity-based probe fluorescence polarization;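 active means inhibition above the campaign mean inhibition plus 3 SD, cut at about 35% in these data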;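 further: 0% = GSTO1-1 with DMSO and 100% = wells lacking GSTO1-1 enzyme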
PAD4 FP inh – inhibitors of human PAD4; recombinant PAD4, RCA probe fluorescence polarization; inhibition, % at 6.36 µM; 330,000 tested, 0.41% active; AID 485272;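 active means percent inhibition above a cutoff equal to the mean of all tested compounds plus 3 SD, cut at about 15% in these data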;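 further: 0% = PAD4 with RCA probe and DMSO and 100% = probe without PAD4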
PAFAH1B3 inh – blocks human PAF acetylhydrolase 1B catalytic subunit 3; inhibition, % at 3.39 µM; 340,000 tested, 0.28% active; recombinant PAFAH1B3, FP-rhodamine probe, fluorescence polarization; AID 492972; Q15102;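 active means inhibition above the screen-wide average of all tested compounds plus 3 SD, cut at about 25% in these data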;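 further: 0% = enzyme with DMSO only and 100% = wells lacking PAFAH1B3 protein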
LYPLA1 inh – blocks human lysophospholipase 1, a PME1 counter-screen. recombinant LYPLA1, FP-Rh probe fluorescence polarization. inhibition, % at 5.9 µM. 320,000 tested, 0.16% active;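 active means inhibition above the mean of all tested compounds plus 3 SD, set per campaign, cut at about 14% in these data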;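 further: inhibitors block serine hydrolase probe labeling of LYPLA1 so polarization falls; 0% = enzyme with DMSO and 100% = wells lacking LYPLA1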
LYPLA2 inh – LYPLA2 (human) inhibition in PME1 counter-screen; O95372; recombinant LYPLA2, FP-Rh probe fluorescence polarization; inhibition, % at 5.9 µM; 320,000 tested, 0.38% active;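 active means inhibition above the screen-wide mean plus 3 SD, limit set per campaign, cut at about 26% in these data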;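 further: 0% = LYPLA2 with DMSO and 100% = wells lacking LYPLA2 enzyme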
* marks the source's active call; other numbers are inactive results; nt = no result given. Not all compounds are listed (hit frequency here may not be typical).

SMILES	pPAFAH inh	PAFAH1B2 inh	PME-1 inh	PREPL inhibitor	GSTO1 counter	PAD4 FP inh	PAFAH1B3 inh	LYPLA1 inh	LYPLA2 inh
Cc1cccc(NC(=O)CSc2nc(N)c(NC(=O)c3cccs3)c(=O)[nH]2)c1	1	-1	3	10	0	3	11	-2	-2
O=C(CN1CCN(c2ccccc2)CC1)Nc1ccc(Oc2ccccc2)cc1	14	1	-2	2	0	-3	-8	3	5
Cc1ccc(N2CC(C(=O)Nc3cc(C)ccc3F)CC2=O)cc1 (centres undefined)	11	4	2	2	-11	3	14	2	6
Cc1ccc(S(=O)(=O)N2CCN(C(=O)CSc3n[nH]c(N)n3)CC2)c(C)c1	1	0	5	-3	nt	4	5	-3	-6
CC(=O)C1C(=O)c2c(cccc2[N+](=O)[O-])C1=Nc1cccc(Cl)c1 (centres undefined)	22	13	18	18	-10	-1	24	-1	-1
COC(=O)c1ccc(COC(=O)C(CCSC)NC(=O)COc2ccccc2)cc1 (centres undefined)	2	0	2	-2	-1	-2	-3	0	0
Cc1ccc2nc(/C(C#N)=C\c3ccc([N+](=O)[O-])o3)[nH]c2c1	6	-3	3	21	39*	-27	-5	-5	-11
Cc1ccc(NC(=S)NC(CO)C(O)c2ccc([N+](=O)[O-])cc2)cc1 (centres undefined)	0	7	5	12	2	-2	4	0	-4
COc1ccc(CNC(=O)C(=O)NCCC2CCCCN2S(=O)(=O)c2ccc(C)cc2)cc1 (centres undefined)	7	17	-4	-2	-1	-2	6	-1	7
CC(C)(C)NC(=O)Cn1cnc2cc([N+](=O)[O-])ccc2c1=O	10	2	3	1	5	-3	6	0	6
COc1ccc(CC(=O)Nc2nc(C)cs2)cc1	1	7	0	0	1	-4	4	2	6
COc1ccccc1CCC(=O)Nc1ccc2c(c1)CN(Cc1ccc(C)o1)CC2	15	3	3	5	3	-6	2	-2	-3
Fc1ccc(-c2nc3c(Cl)cc(C(F)(F)F)cn3c2Cl)cc1	4	4	7	9	1	-4	3	-2	4
O=C(CC1NCCN(Cc2ccccc2)C1=O)Nc1ccccc1 (centres undefined)	0	nt	-3	-1	-2	2	nt	2	1
CC(Sc1nnnn1C1CCCC1)C(=O)Nc1cccc(S(=O)(=O)N2CCOCC2)c1 (centres undefined)	-2	2	4	8	nt	1	2	1	2
CCc1ccc2nc3c(c(C(=O)O)c2c1)CCC3	6	6	-1	-8	-1	0	0	4	7
COc1ccccc1NS(=O)(=O)c1cc(NC(=O)C2CCCC2)ccc1N1CCOCC1	4	6	-5	-1	-15	-4	0	-9	-1
Cc1noc(C)c1COc1ccc(C(=O)OC(C)C(=O)Nc2ccc(N3CCOCC3)cc2)cc1 (centres undefined)	2	0	2	8	5	-2	1	1	-5
Cc1ccc(OCC(=O)N2CCN(C(=O)c3ccncc3)CC2)cc1	2	-5	2	-2	6	-3	3	-1	7
CCC/C=C(\CCC)C(NS(=O)(=O)c1ccc(C(F)(F)F)cc1)c1ccccc1 (centres undefined)	2	nt	-11	10	1	0	nt	-10	-18

Whole records as entered above. Order of screens: pPAFAH inh, PAFAH1B2 inh, PME-1 inh, PREPL inhibitor, GSTO1 counter, PAD4 FP inh, PAFAH1B3 inh, LYPLA1 inh, LYPLA2 inh
`CC(C)(C)NC(=O)Cn1cnc2cc([N+](=O)[O-])ccc2c1=O` is listed with 10, 2, 3, 1, 5, -3, 6, 0, 6
`COc1ccccc1NS(=O)(=O)c1cc(NC(=O)C2CCCC2)ccc1N1CCOCC1` is listed with 4, 6, -5, -1, -15, -4, 0, -9, -1

Next section:
SMILES	pPAFAH inh	PAFAH1B2 inh	PME-1 inh	PREPL inhibitor	GSTO1 counter	PAD4 FP inh	PAFAH1B3 inh	LYPLA1 inh	LYPLA2 inh
CCOc1ncccc1C(=O)OCC(=O)c1ccc[nH]1	2	-1	2	2	2	0	2	-2	-3
CCN(C(=O)COC(=O)/C=C/c1cccc([N+](=O)[O-])c1)c1c(N)n(Cc2ccccc2)c(=O)[nH]c1=O	2	1	0	23	nt	-4	2	1	-8
O=C(Nc1ccccc1)/C(=C\c1cccs1)NC(=O)c1ccccc1	-5	0	-3	1	-3	-3	-6	-1	2
Cc1cc(C(=O)N/N=C/c2cc(Cl)cc([N+](=O)[O-])c2O)c2ccccc2n1	16	6	11	3	-3	-2	23	0	4
Cc1ccc(N=Nc2c(C)[nH][nH]c2=O)c(C)c1	7	3	-2	-15	-13	-6	-1	3	2
Cc1nc(SCC(N)=O)[nH]c(=O)c1CCC(C)C	0	1	-1	0	0	8	6	0	-3
CCOc1[nH]n(-c2ccccc2)c(=O)c1C=Nc1ccccc1	-3	-1	-1	0	23	-6	7	-6	-3
CN1CCCN(C(=O)Cc2c(Cl)cccc2Cl)c2nc3ccccc3nc21	3	1	7	11	-3	0	3	1	4
CCOC(=O)c1c(C)[nH]c(C(=O)OCc2c(C)noc2C)c1C	5	5	1	-13	1	-1	-3	0	2
Cc1cc(C)cc(N(CC(=O)Nc2ccccc2)C2=NC3CS(=O)(=O)CC3S2)c1 (centres undefined)	2	6	-1	9	9	8	2	2	7
COc1ccc(-n2cnnc2SCC(=O)Nc2cccnc2Cl)cc1	2	2	-2	-4	-3	-1	18	2	-1
COc1ccc(NC(=O)CCCC(=O)c2ccccc2)cc1	2	0	1	6	-3	4	0	3	4
Cc1ccccc1NC(=O)C1CCN(c2cnccn2)CC1	-1	6	-20	1	-6	0	8	0	0
COc1cc(C(=O)NCCc2ccccc2)ccc1OCC(=O)N1CCOCC1	2	0	-2	4	nt	4	3	0	2
CNC(=O)C1=C(C)Nc2nc3ccccc3n2C1c1cccc(OC)c1 (centres undefined)	-5	2	-5	2	8	1	6	1	-3
CC(NC(=O)CCSCc1ccccc1F)c1ccccc1 (centres undefined)	6	12	-10	15	6	-1	6	1	6
O=C(c1ccc2ccccc2c1)N1CCOCC1	5	0	-5	-7	-4	-8	2	-2	-2
CCCCN(C(=O)c1ccc(S(=O)(=O)N(C)C)cc1)c1nc2ccccc2s1	-6	2	-14	3	11	0	-3	2	2
O=S(=O)(NCc1csc(-c2cccnc2)n1)c1ccc(F)cc1	2	0	6	2	2	3	-2	6	7
O=C(N=Nc1c(O)[nH]c2ccc(Br)cc12)c1cc(-c2cccc3ccccc23)n[nH]1	-3	-18	-24	12	-6	-7	-17	-25	-27
CCC(=O)NC(=S)Nc1c(C)cc(Br)cc1C	-1	10	3	0	1	3	0	-1	2
Cc1noc(C)c1-c1csc(N2CCC(C(N)=O)CC2)n1	3	0	nt	6	nt	2	-7	nt	nt
Cc1ccc(NC(CC(=O)c2ccccc2)c2ccc(F)cc2)cc1 (centres undefined)	14	8	3	23	3	-3	8	-4	-2
c1ccc(Nc2nc(NCc3ccco3)c3ccccc3n2)cc1	5	1	0	-4	-3	-2	9	-1	-5
CCOC(=O)c1c(NC(=O)c2nn(CC)cc2Br)sc(C)c1C	-4	-1	-2	-2	-4	-2	1	1	-2
CC(=O)c1ccc(NS(=O)(=O)c2ccc(-c3cnc(C4CC4)o3)cc2)cc1	1	1	-8	2	0	1	-4	3	2
CCN(C(=O)c1cc2cc(OC)ccc2oc1=O)c1ccccc1	3	3	0	-11	0	-6	1	-1	2
CC(=O)OCc1nc2sc(C)c(C)c2c(=O)[nH]1	2	4	0	0	2	-1	8	1	7
Cc1ccsc1C(=O)OCC(=O)N1CC(C)CC(C)C1 (centres undefined)	2	7	nt	-9	nt	-1	11	nt	nt
Cc1ccc(N(C(=O)c2ccc3c(c2)OCO3)C2C=CS(=O)(=O)C2)cc1 (centres undefined)	2	7	-2	12	5	2	5	2	3
CC(C)CC1c2[nH]c3ccccc3c2CCN1C(=O)c1cnccn1 (centres undefined)	-3	nt	0	-7	2	-5	nt	1	3
CC(C)C(=O)Nc1nc2ccc(S(C)(=O)=O)cc2s1	7	-8	-2	13	0	-3	-11	2	4
Fc1cc(NCc2ccccc2)nc(NCc2ccccc2)n1	5	-3	-6	-5	-5	-3	-5	-3	0
CSc1ccc(S(=O)(=O)NCC(=O)OCC(=O)N(Cc2ccccc2)C(C)C)cc1[N+](=O)[O-]	5	6	12	38	9	-2	7	1	-1
CC(=O)Nc1ccc(S(=O)(=O)NC(C)C(=O)NCC(c2ccco2)N2CCCCC2)cc1 (centres undefined)	2	4	-1	8	nt	0	6	4	6
CCOC(=O)C(C)Oc1ccc(C2NC(=O)NC(C)=C2C(C)=O)cc1Br (centres undefined)	6	-1	-2	-2	-3	0	7	-2	-1
Cc1ccc(Cn2ncc3c(NCCCN(C)C)ncnc32)cc1	4	3	-1	-5	-4	-4	6	1	1
COc1ccc(N2CCN(C(c3cccs3)C(C)NC(=O)c3ccc4c(c3)OCO4)CC2)cc1 (centres undefined)	5	-1	4	12	7	4	7	-4	15
Cc1ccc(NC(=O)Nc2cc(C)on2)cc1	4	4	-3	0	14	-2	2	3	0
O=C(CN1C(=O)c2ccccc2S1(=O)=O)NC1CCCCC1	-3	7	-7	10	10	4	-4	0	-5
COC(=O)CN1C(=S)N(c2ccc(OC)cc2)C(=O)/C1=C/c1cccs1	-3	4	-3	4	0	1	6	-1	3
CS(=O)(=O)N(CC(=O)N1CCCCCC1)c1ccc(Br)cc1	-3	2	3	-10	7	-3	2	-2	5
Cc1ccc(-c2nn(C)c(=O)c3ccccc23)cc1S(=O)(=O)N1CCOCC1	4	-1	5	20	-2	3	0	0	2
Cc1ccc(S(=O)(=O)N2CCN(C(=O)COC(=O)c3ccccn3)CC2)c(C)c1	44*	3	7	5	6	1	4	5	3
O=C(OCCN1CCCCC1)c1ccc(Cl)cc1	0	2	-4	-1	3	-2	13	-6	-8
CC(C)NC(=O)/C(C#N)=C/c1ccc(N(C)C)o1	2	5	2	2	6	-3	7	-1	1
Cc1ccc(-c2cn(CCN)c(-c3ccncc3)n2)cc1	1	-6	1	8	13	-1	1	2	-1
Cc1sc2nc(C)n(/N=C/c3ccc(O)cc3O)c(=O)c2c1C	-1	8	1	2	10	1	2	4	17
Cc1ccc(-n2nc(C)c3c(C)onc3c2=O)cc1	-7	6	-4	12	6	0	3	-2	-5
CC(C)(C)NC(=O)CN(C(=O)CN1C(=O)C(=O)c2ccccc21)C(C)(C)C	3	6	-5	0	6	-3	-1	2	5

(further entries)
SMILES	pPAFAH inh	PAFAH1B2 inh	PME-1 inh	PREPL inhibitor	GSTO1 counter	PAD4 FP inh	PAFAH1B3 inh	LYPLA1 inh	LYPLA2 inh
C=CCc1c(C)nc(N)[nH]c1=O	5	0	5	-7	2	-5	0	-3	-1
COc1ccc(C(=O)NCC(O)COc2ccc(C(C)(C)C)cc2)cc1[N+](=O)[O-] (centres undefined)	3	nt	-2	14	-3	1	nt	1	11
O=C(CN1CCN(Cc2ccccc2)CC1)Nc1nc2ccccc2s1	5	4	-3	-1	7	3	0	-2	6
O=C(CCCN1C(=O)/C(=C/c2ccc3c(c2)OCO3)SC1=S)Nc1cccc(C(=O)O)c1	11	3	1	4	7	-6	7	3	25
COc1ccc(-c2cc(C3CCN(CC(O)C(F)(F)F)CC3)[nH]n2)cc1 (centres undefined)	5	-4	4	9	-3	1	0	-4	3
O=S(=O)(NCC(c1ccc2c(c1)OCO2)N1CCOCC1)c1ccc(Cl)cc1 (centres undefined)	5	14	0	-6	3	-1	3	2	3
O=C(Cc1cn2ccsc2n1)OCc1nc2ccccc2s1	3	nt	2	-10	9	2	nt	3	3
CCOc1ccc(S(=O)(=O)N2CCOCC2)cc1NC(=O)C1CSC2(C)CCC(=O)N12 (centres undefined)	1	-1	-5	11	1	1	4	-1	0
O=C1CCC(=O)N1Cc1c(Cl)cccc1Cl	-1	-2	11	2	-1	2	-3	4	12
